# Compound activity (PubChem)
# GLD-1 TGE inh – GLD-1-TGE RNA interaction inhibition (C. elegans) | Q17339 | purified GLD-1 + fluorescein TGE RNA, fluorescence polarization | inhibition, % at 5.96 µM | 320,000 compounds, 0.44% hits;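 active = percent inhibition above a per-plate cutoff, the plate mean of test compounds plus 3 SD, cut at about 30% in these data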;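 also: 0% = DMSO wells with GLD-1 and probe and 100% = wells lacking GLD-1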
# CR mimetic SO – caloric restriction mimetics inhibiting age-related superoxide in yeast. S. cerevisiae aged cells, superoxide DHE fluorescence; hits give low values. AID 2690. 330,000 compounds, 0.18% hits. superoxide response (% of plate mean), % at 10 µM;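 active = superoxide response under a set limit, about three screen SD below normal, cut at about 65% in these data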;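 also: yeast aged for seven days with compound at 30 °C before DHE staining; 100% = average MFI of all compound-treated wells on the plate with controls excluded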
# MEX-5 binding – C. elegans MEX-5 TCR-2 RNA binding activity | Q9XUB2 | MEX-5/FITC-TCR2 RNA binding, fluorescence polarization; hits give low values | activity score (negative = inhibition of binding), % at 10 µM | 300,000 compounds, 0.38% hits;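 active = inhibition past about -25% in most replicates, and total fluorescence under double the plate's negative control median, limit read from the data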;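 also: 0% = DMSO and -100% = 5 µM competing unlabeled TCR2 RNA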
# Target sequence (Q9XUB2 whole entry, looked up): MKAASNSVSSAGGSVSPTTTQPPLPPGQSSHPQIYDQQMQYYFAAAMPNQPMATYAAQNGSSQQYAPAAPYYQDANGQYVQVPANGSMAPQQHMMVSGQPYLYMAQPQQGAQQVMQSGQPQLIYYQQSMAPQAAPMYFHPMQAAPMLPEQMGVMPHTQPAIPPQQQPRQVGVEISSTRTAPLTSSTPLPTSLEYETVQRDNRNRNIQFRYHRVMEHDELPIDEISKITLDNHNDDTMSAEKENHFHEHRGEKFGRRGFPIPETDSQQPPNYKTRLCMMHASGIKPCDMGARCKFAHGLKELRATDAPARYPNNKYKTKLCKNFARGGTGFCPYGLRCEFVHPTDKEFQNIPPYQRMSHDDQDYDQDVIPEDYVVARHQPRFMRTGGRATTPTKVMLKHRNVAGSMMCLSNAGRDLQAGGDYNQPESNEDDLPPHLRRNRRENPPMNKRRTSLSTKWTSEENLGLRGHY
# MCL1 BIM primary – disrupts human MCL1 binding to BIM-BH3 peptide | Q07820 | GST-MCL1 / FITC-Bim-BH3 fluorescence polarization | inhibition, % at 10.9 µM | 320,000 compounds, 0.68% hits;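 active = inhibition above the mean inhibition of all tested compounds plus 3 SD, set per campaign, cut at about 40% in these data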;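 also: 0% = DMSO wells and 100% = unlabeled Bim-BH3 peptide control; higher means more loss of mP so more displacement of Bim peptide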
# Target sequence (Q07820 whole entry, looked up): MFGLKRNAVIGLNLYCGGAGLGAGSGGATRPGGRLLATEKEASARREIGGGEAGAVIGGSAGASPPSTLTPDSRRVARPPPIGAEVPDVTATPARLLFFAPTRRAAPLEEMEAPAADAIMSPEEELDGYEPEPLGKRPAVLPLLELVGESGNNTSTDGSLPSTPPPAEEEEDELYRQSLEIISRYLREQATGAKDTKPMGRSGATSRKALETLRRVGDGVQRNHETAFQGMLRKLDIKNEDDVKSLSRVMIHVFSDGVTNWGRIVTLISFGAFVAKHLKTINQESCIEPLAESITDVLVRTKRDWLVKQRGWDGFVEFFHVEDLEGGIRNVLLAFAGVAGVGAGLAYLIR
# Fam108B inh – Fam108B inhibition, counter-screen for RBBP9 inhibitors; recombinant Fam108B, FP-Rh probe fluorescence polarization; inhibition, % at 9.51 µM; 300,000 compounds, 0.33% hits;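 active = inhibition above the screen mean inhibition plus 3 SD, computed separately per campaign, cut at about 18% in these data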;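 also: inhibitors lower polarization as less probe binds the enzyme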
# Efflux pump inh – blocks antifungal efflux pumps in multiplex yeast assay; inhibition, % at 10 µM; AID 485275; 330,000 compounds, 0.44% hits; S. cerevisiae Candida pump triplex, Nile Red efflux;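 active = plate passing quality check with inhibition over a set limit, or well fluorescence over plate mean plus 4 SD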;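 also: Nile Red retained in pooled yeast measured as flow cytometry median fluorescence; 0% = buffer negative control and 100% = Enniatin B positive control; higher means more Nile Red kept so more efflux inhibition; some compounds called inactive have numbers as strong as hits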
# Bcl-xL primary – inhibitors of human Bcl-xL; Q07817; GST-Bcl-xL / FITC-Bim BH3 peptide fluorescence polarization; inhibition, % at 10.9 µM; 320,000 compounds, 0.7% hits; AID 2129;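 active = inhibition above the mean of all tested compounds plus 3 SD, cutoff set per campaign, cut at about 30% in these data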;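 also: 0% = DMSO wells and 100% = unlabeled Bim-BH3 peptide competitor; inhibitors lower millipolarization by displacing the labeled peptide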
# ZTA DNA inh – blocks Epstein-Barr virus ZTA, an EBNA-1 counter-screen | P03206 | ZTA-DNA binding, fluorescence polarization | inhibition, % at 11 µM | 320,000 compounds, 0.15% hits; in the data active = inhibition above about 33%
# Target sequence (P03206 whole entry, looked up): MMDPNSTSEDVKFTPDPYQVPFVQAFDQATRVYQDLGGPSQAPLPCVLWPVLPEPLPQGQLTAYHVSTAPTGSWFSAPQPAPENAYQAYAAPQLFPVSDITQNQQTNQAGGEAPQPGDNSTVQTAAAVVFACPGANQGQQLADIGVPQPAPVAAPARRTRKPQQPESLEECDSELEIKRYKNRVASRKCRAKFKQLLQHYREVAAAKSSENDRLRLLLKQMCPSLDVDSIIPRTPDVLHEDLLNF
# EBNA-1 inhibitor – blocks EBNA-1 binding to DNA. AID 1950. inhibition, % at 14.8 µM. 300,000 compounds, 0.34% hits. EBNA-1 DNA binding, fluorescence polarization; in the data active = inhibition above about 28%
# * = called active by the depositor; . = not tested or not shown. An unsorted share of the library, and some 2.3% of all compounds hit somewhere here.
no.	SMILES	GLD-1 TGE inh	CR mimetic SO	MEX-5 binding	MCL1 BIM primary	Fam108B inh	Efflux pump inh	Bcl-xL primary	ZTA DNA inh	EBNA-1 inhibitor
1	Cc1cc(Cl)ccc1OCc1nc(-c2ccc(O)cc2)n[nH]1	8	96	.	-2	-5	-0.1	4	-12	-24
2	Cc1c(C(=O)NCCc2ccc3c(c2)OCCO3)oc2ccccc12	1	98	1.9	-1	0	0.0	1	1	-1
3	CCC(C)(C(=O)NC1CCCC1)N(C(=O)CC1NC(=O)NC1=O)c1ccc(C)cc1 (stereo not drawn)	3	88	1.2	-1	0	-0.1	5	-14	-3
4	COc1cccc(C(=O)NCc2cccnc2)c1	2	116	-2.2	1	2	-0.1	4	-6	2
5	O=C(NC1CCN(Cc2ccccc2)CC1)C1COc2ccccc2O1 (stereo not drawn)	-4	96	-0.8	9	-1	0.0	5	9	7
6	O=C(CCN1C(=O)c2ccccc2C1=O)Oc1ccc2ccccc2c1	7	93	-1.0	-7	-3	-0.2	3	5	6
7	Cc1nccn1-c1ccc(C(F)(F)F)cc1NC=O	2	102	-4.9	1	-2	0.0	3	12	-6
8	CCOc1cc(C)c(S(=O)(=O)Nc2ccc(Cl)cn2)cc1C	8	98	-0.1	3	-1	-0.1	2	3	-4
9	CN(C)/C=N/C1=C(C#N)C(c2ccc(Br)cc2)c2ccc3ccccc3c2O1 (stereo not drawn)	2	97	1.2	12	8	0.2	7	-7	1
10	COc1ccc(N2C(=O)CC(N3CCN(S(=O)(=O)c4c(F)cccc4F)CC3)C2=O)cc1OC (stereo not drawn)	2	102	0.5	6	1	0.0	2	0	11
11	CN1CCc2c(C#N)c(N3CCCCC3)nc(NCc3ccccc3)c2C1	18	113	-0.2	20	5	0.0	15	-4	2
12	Cc1ccc(C(=O)NCCSc2ccc(Cl)cc2)cc1S(=O)(=O)Nc1ccccc1	1	99	-8.3	-3	-23	0.1	3	-17	1
13	CC1CC(=O)N(c2ccc(NCCc3ccc(O)cc3)c([N+](=O)[O-])c2)C1=O (stereo not drawn)	6	109	-2.5	4	2	-0.1	6	0	-16
14	Cn1cc(/C=C(\C#N)C(=O)Nc2ncc(Cc3cccc(Cl)c3)s2)c2ccccc21	2	111	-3.0	13	-16	0.2	12	-2	11
15	O=C(O)c1ccc(CNCc2cccc(Oc3ccccc3)c2)cc1	-1	98	0.1	-4	-3	-0.1	-2	7	4
16	CCn1cc(C(=O)OC)c(=O)c2ccc(C)nc21	-2	106	3.0	4	1	0.2	4	9	-2
17	COc1ccc(CNC(=O)c2cc(C3CC3)nc3c2cnn3C(C)C)cc1	7	123	.	-27	.	0.1	-7	-15	.
18	O/N=C1/CC/C(=N\O)c2nn(-c3ccccc3)nc21	3	100	.	7	1	0.0	2	-9	5
19	COc1ccc(CC(=O)N(C)CC(=O)Nc2ccccc2SC)cc1	4	100	-0.8	-8	2	0.0	-2	-3	14
20	Cc1cccc(NC(=O)c2ccc(-c3ccccc3[N+](=O)[O-])o2)c1	3	106	0.6	3	0	0.1	3	-8	-8
21	Cc1cccc(C)c1NC(=O)CNC(=O)C1CCCN(C(=O)c2ccc(Cl)cc2)C1 (stereo not drawn)	0	103	.	2	.	0.1	4	0	.
22	Cc1cc(=O)oc2cc(OCCSc3nnc(-c4ccccc4)o3)ccc12	-3	105	-1.8	4	0	-0.2	8	10	18
23	CCCc1nnc(NC(=O)CCC(=O)N2CCN(S(=O)(=O)c3ccc(C)cc3)CC2)s1	0	93	1.3	7	4	0.0	6	-6	3
24	COc1ccc(/C=C(/NC(=O)c2ccccc2)c2nc3ccc(Cl)cc3[nH]2)cc1OC	8	77	-0.1	0	-1	1.3	0	-19	-3
25	COc1ccc(C(=O)/C=C\c2ccc(NC(=O)c3cccs3)cc2)cc1	-10	91	-5.2	-5	-20	-0.1	1	9	9

# By substructure: those above with sulfur (eight)
no.	SMILES	GLD-1 TGE inh	CR mimetic SO	MEX-5 binding	MCL1 BIM primary	Fam108B inh	Efflux pump inh	Bcl-xL primary	ZTA DNA inh	EBNA-1 inhibitor
8	CCOc1cc(C)c(S(=O)(=O)Nc2ccc(Cl)cn2)cc1C	8	98	-0.1	3	-1	-0.1	2	3	-4
10	COc1ccc(N2C(=O)CC(N3CCN(S(=O)(=O)c4c(F)cccc4F)CC3)C2=O)cc1OC (stereo not drawn)	2	102	0.5	6	1	0.0	2	0	11
12	Cc1ccc(C(=O)NCCSc2ccc(Cl)cc2)cc1S(=O)(=O)Nc1ccccc1	1	99	-8.3	-3	-23	0.1	3	-17	1
14	Cn1cc(/C=C(\C#N)C(=O)Nc2ncc(Cc3cccc(Cl)c3)s2)c2ccccc21	2	111	-3.0	13	-16	0.2	12	-2	11
19	COc1ccc(CC(=O)N(C)CC(=O)Nc2ccccc2SC)cc1	4	100	-0.8	-8	2	0.0	-2	-3	14
22	Cc1cc(=O)oc2cc(OCCSc3nnc(-c4ccccc4)o3)ccc12	-3	105	-1.8	4	0	-0.2	8	10	18
23	CCCc1nnc(NC(=O)CCC(=O)N2CCN(S(=O)(=O)c3ccc(C)cc3)CC2)s1	0	93	1.3	7	4	0.0	6	-6	3
25	COc1ccc(C(=O)/C=C\c2ccc(NC(=O)c3cccs3)cc2)cc1	-10	91	-5.2	-5	-20	-0.1	1	9	9

# (further entries)
no.	SMILES	GLD-1 TGE inh	CR mimetic SO	MEX-5 binding	MCL1 BIM primary	Fam108B inh	Efflux pump inh	Bcl-xL primary	ZTA DNA inh	EBNA-1 inhibitor
26	O=C(NCCN1C(=O)S/C(=C\c2cccs2)C1=O)[C@H](Cc1ccccc1)N1C(=O)c2ccccc2C1=O	0	105	0.6	-2	-4	-0.2	3	7	5
27	CC1(C)C2CCC1(C)C(OC(=O)c1ccccc1C(=O)O)C2 (stereo not drawn)	3	105	-0.4	-3	1	0.1	1	6	-6
28	COc1ccc(C(=O)Nc2cccc(C(=O)N3CCCCC3)c2)cc1	0	109	1.0	7	7	-0.2	5	-13	2
29	Cc1ccc(CN2CCN(Cc3c(C)nn(-c4ccc(F)cc4)c3C)CC2CCO)o1 (stereo not drawn)	2	94	-2.6	4	-1	0.1	0	-2	0
30	C=CCOC(=O)C1=C(C)OC(N)=C(C#N)C1c1ccc(OC)c(CSc2ccccn2)c1 (stereo not drawn)	-4	101	2.9	-2	-1	0.1	-5	-6	13
31	CCCNC(=O)c1ccc(COc2ccc(CCC)cc2OC)o1	-71	119	-1.2	-3	-4	0.1	6	10	-10
32	CCc1nn(CCCC(=O)NCc2ccc(OC(C)C)cc2)c(=O)c2cc3occc3n12	5	100	-1.6	5	2	0.0	-2	-7	2
33	COc1ccccc1CC(=O)Nc1ccc(S(=O)(=O)N2CCN(C)CC2)cc1	3	98	0.4	3	3	0.1	7	2	6
34	COc1ccc2ncc(OC(C)=O)cc2c1	-3	89	-1.6	-1	-2	0.1	-2	4	6
35	Cc1ccc(C(=O)c2coc3c2C(=O)C(=O)c2ccccc2-3)cc1	1	106	-4.0	3	-3	-0.1	6	-3	0
36	Cc1cc(C(=O)NC(=S)Nc2cccc(NC(=O)C(C)C)c2)ccc1[N+](=O)[O-]	0	87	1.6	8	-2	0.1	3	-26	2
37	CCCCCCCNC(=O)C1(CC2CC(c3ccccc3)=NO2)CCNCC1 (stereo not drawn)	-4	105	.	12	7	0.1	3	5	3
38	COCC(C)N=CC1=C(O)CC(C)(C)CC1=O (stereo not drawn)	4	88	-1.1	-3	-2	0.0	-1	-8	6
39	Cc1ccc(C)c(-n2nnnc2SCC(=O)NNC(=O)c2ccco2)c1	-1	101	2.4	2	-2	0.1	3	-1	5
40	COc1ccc(N(C(=O)COc2ccc(C)cc2)S(=O)(=O)c2ccc(C)cc2)cc1	5	96	2.0	-8	1	-0.2	1	-9	5
41	CCCN1CCN(C(=O)C2CCN(c3ncnc4c3nc3n4CCCCC3)CC2)CC1	9	78	-3.3	4	0	0.0	9	-1	-10
42	O=[N+]([O-])c1cccc(S(=O)(=O)c2ccc(NCCOCCO)c([N+](=O)[O-])c2)c1	5	100	1.2	-9	2	-0.3	2	-1	3
43	Cc1ccc(NC(=O)CN2C(=O)N/C(=C\c3cccnc3)C2=O)cc1	3	111	0.0	-3	5	0.1	-2	0	-5
44	COc1ccc(N(CC(=O)Nc2ccccc2F)S(=O)(=O)c2ccc(C)c([N+](=O)[O-])c2)cc1	7	96	1.6	6	-1	-0.2	9	-12	-11
45	COc1ccccc1CNC(=S)Nc1ccc2nc(N3CCN(C)CC3)cc(C)c2c1	-4	76	-0.4	4	3	0.1	0	-4	-20
46	C=CCn1c(=O)c(C(=O)Nc2ccc(C)cn2)c(O)c2ccccc21	4	102	-0.6	6	3	0.1	0	-11	2
47	CCC1=C(OC(=O)N(CC)CC)N2C(=O)OC(=NCCc3c[nH]c4ccccc34)[C@]2(Cc2ccccc2)[C@H]2C1=CC[C@H]1C(=O)N(CC(=O)OC)C(=O)[C@H]12	1	99	1.1	0	4	7.3*	5	-1	1
48	CCCCNC(=O)Cn1cnc2sc(C)c(S(=O)(=O)N3CCN(c4ncccn4)CC3)c2c1=O	-5	93	-1.0	-6	-1	-0.2	6	9	7
49	CNC(=O)c1c2c(nc3ccc(Br)cc13)CCCC2	-6	106	-1.0	-2	0	-0.1	-1	-7	2
50	O=C(c1ccccc1)N1CCn2c1nc1ccccc12	-2	84	0.2	1	-2	-0.1	2	11	-6
51	O=C(COC(=O)c1cccs1)Nc1ccccc1C(F)(F)F	-1	92	0.6	0	-1	0.2	5	-1	-14
52	CC(C)Nc1nc(-c2cccnc2)nc(-c2ccccc2)c1C#N	7	111	-0.5	-2	-3	0.0	4	9	11
53	COc1ccc(/C=N/NC(=O)c2cccc(NC(=O)c3ccccc3Cl)c2)c(OC)c1	4	86	0.2	3	3	0.0	4	4	3
54	Cc1ccc(C(=O)C2=C(O)C(=O)N(c3ncccn3)C2c2ccc(F)cc2)o1 (stereo not drawn)	2	113	-0.9	2	1	0.1	5	-8	5
55	COc1ccc(-c2c(NC(=O)CC(C)C)n(C)c3ccccc3c2=O)cc1OC	-3	78	-1.3	5	3	-0.2	2	-11	7
56	CCN(C(=O)c1ccc2c(=O)n3c(nc2c1)CCCCC3)c1cc(OC)ccc1OC	-4	117	-1.5	-9	-3	0.3	-2	9	-1
57	CCOC(=O)c1c(NC(=O)C2c3ccccc3Oc3ccccc32)sc(C(C)=O)c1C	-3	80	0.3	29	-7	-0.1	1	-21	8
58	COCCN(C(=O)COC(=O)Cc1coc2cc(C)ccc12)c1c(N)n(Cc2ccccc2)c(=O)[nH]c1=O	6	103	1.2	8	1	0.0	-5	7	6
59	Cc1ccc(NC(=O)Nc2ccccc2)nc1	0	115	-2.7	2	2	0.1	2	-1	8
60	COC(=O)c1ccccc1NC(=O)CSc1nc2ncccc2[nH]1	-2	93	-1.4	3	5	0.1	5	15	16
61	Cc1c(Br)c([N+](=O)[O-])nn1CCCC(=O)NC(C)c1ccccc1 (stereo not drawn)	0	104	-0.4	5	0	-0.1	5	20	2
62	COc1ccc(/C=C/C(=O)N2CCCc3ccccc32)cc1	0	99	1.6	5	2	0.8	4	-7	-1
